Screening data from PubChem.
H1N1 NS1A inhibition: NS1A inhibition, H1N1 influenza, cell based functional assay (AID 504329). NS1A functional cell-based assay, percent inhibition; higher % means a stronger effect. inhibition, % at 12.5 µM; hits with a dose series show IC50 in µM. hit rate 0.3% among 340,000; in the data active = a potency from the dose series; inconclusive = inhibition above about 27% without an active follow-up result; note: strong numbers were not always called active
H37Rv inhibition: M. tuberculosis growth inhibition, HTS (AID 449762) | M. tuberculosis H37Rv growth inhibition, 7H9 media; higher % means a stronger effect | one-dose inhibition, % at 25 µM; IC50 in µM for titrated hits | hit rate 0.59% among 330,000; in the data active = a potency from the dose series; inconclusive = inhibition above about 70% without an active follow-up result;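 note: bacterial growth assessed after seven days of incubation; strong numbers were not always called active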
tuberculosis growth: growth inhibition of non-replicating M. tuberculosis (AID 488890) | Mycobacterium tuberculosis non-replicating, growth inhibition; higher % means a stronger effect | inhibition, % at 25 µM; hits with a dose series show IC50 in µM | hit rate 0.39% among 320,000; in the data active = a potency from the dose series; inconclusive = inhibition mostly from about 82% at the one dose, without a potency; inactive = the rest, 99 in 100 with inhibition below about 76%;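 note: plate controls were DMSO cells for no effect and high antibiotic wells for full effect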
inhibitors of VEEV: inhibitors of VEEV TC-83 cytopathic effect, confirmation, Vero cells (AID 588727); inhibition, % at 20 µM, or IC50 in µM where a hit was titrated; hit rate 0.13% among 350,000; Vero cells, VEEV TC-83 cytopathic effect inhibition; higher % means a stronger effect; in the data active = a potency from the dose series; inconclusive = inhibition mostly from about 14% at the one dose, without a potency; inactive = the rest, 99 in 100 with inhibition below about 12%; note: strong numbers were not always called active
PhoP GFP inhibition: Inhibition of PhoP regulon, Salmonella typhi GFP reporter cells, confirmation, 4 h (AID 1850); Salmonella Typhi PhoP-promoter GFP reporter, fluorescence, 4 h; higher % means a stronger effect; one-dose inhibition, % at 50 µM; IC50 in µM for titrated hits; hit rate 0.33% among 310,000; in the data active = a potency from the dose series; inconclusive = inhibition mostly from about 25% at the one dose, without a potency; inactive = the rest, 99 in 100 with inhibition below about 19%;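 note: 0% = induced wells with vehicle and 100% = uninduced wells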
inhibitors of VEEV 10K pilot screen: recorded beside inhibitors of VEEV, whose call it bears; inhibition, %; measured here: 10K pilot screen inhibition
Starred values were filed as active, the others as inactive; i = inactive; ? = inconclusive; / = not tested or not shown; & = joins results of further samples.

SMILES | H1N1 NS1A inhibition | H37Rv inhibition | tuberculosis growth | inhibitors of VEEV | PhoP GFP inhibition | others
COc1ccc(Oc2nc(-c3ccccn3)nc3ccccc23)cc1 | / | ? | ? | 8.8% | 6%
Cc1ccc(S(=O)(=O)Nc2ccccc2C(=O)N2CCCCC2)cc1 | -17% | 0% | -4% | 6.6% | -9%
Cc1cc(C(F)F)n2ncc(C(=O)NCc3ccc(F)cc3)c2n1 | 5% | -3% | 7% | 6.8% | 5%
Cc1ccc(-c2nn3c(C)nnc3s2)cc1NC(=O)COc1ccc(Cl)cc1 | -4% | -7% | 3% | 0.4% | -5%
CCOC(=O)C1CCN(C(=O)Cc2c(F)cccc2Cl)CC1 | -2% | -7% | -8% | 0.5% | 4%
C=CCN(Cc1nc(-c2cc(OC)ccc2OC)oc1C)C1CCS(=O)(=O)C1 (stereo not drawn) | 8% | -11% | 8% | i | 3%
O=C(O)c1cc(S(=O)(=O)N2CCCCC2)ccc1N1CCCCC1 | -2% | 4% | 0% | 1.1% | /
Cc1ccc2[nH]c(=O)cc(C(=O)OC(C)C)c2c1 | -17% | 29% | 15% | 1.1% | 0%
O=C(Nc1ccccc1)c1c(O)[nH]c(=S)[nH]c1=O | -2% | 25% | 34% | 2.2% | 41%
O=C(Nc1cc(S(=O)(=O)N2CCCCC2)ccc1O)c1ccccc1NS(=O)(=O)c1ccc(F)c(F)c1 | 0% | 9% | -14% | 0.8% | -1%
O=C(N/N=C/c1cn(-c2ccccc2)nc1-c1cc2ccccc2o1)c1ccncc1 | -3% | ? | 43% | 7.1% | -5%
Clc1cccc(NCc2nnc(SCc3ccccc3Cl)o2)c1 | -12% | 53% | 64% | 3.4% | 0%
CCCCN(C(=O)c1ccc(-c2ccc([N+](=O)[O-])cc2)o1)c1c(N)n(CC(C)C)c(=O)[nH]c1=O | 4% | -5% | 14% | 0.0% | /
O=C(CSc1nc2ccsc2c(=O)n1Cc1ccc(C(=O)O)cc1)NCc1ccco1 | 1% | -7% | 7% | 0.4% | -4%
CCCN1CCC[C@@H]2Cc3nc(N)ncc3C[C@H]21 | / | -1% | 5% | / | 8%
O=C(O)CC(NC(=O)C(c1ccccc1)c1ccccc1)c1ccco1 (stereo not drawn) | -10% | -3% | -2% | i | 22%
CC(C)NS(=O)(=O)c1ccc(Br)c(C(=O)OC(C)C(=O)NC2CCCCC2C)c1 (stereo not drawn) | -7% | -2% | 19% | 8.1% | 8%
O=C(C1COc2ccccc2O1)N1CCN(S(=O)(=O)c2ccccc2)CC1 (stereo not drawn) | 27% | -6% | 23% | 6.9% | 3%
COc1cccc(OC)c1OCCOc1ccc(C(=O)c2ccccc2)cc1 | -7% | 5% | 73% | 10% | -3%
CC(C)NC(=O)c1ccc2c(c1)S(=O)(=O)c1ccccc1C2=O | 6% | 4% | 6% | 1.2% | -4%
Oc1c(C(c2cccs2)N2CCC3(CC2)OCCO3)sc2ncnn12 (stereo not drawn) | 5% | -9% | 28% | 5.3% | 1%
O=C(NC1CCN(C(=S)NCCc2ccccc2)CC1)C1CC1 | -4% | -4% | -2% | 8.2% | -3%
CCc1cccc(NC(=O)CN(C)S(=O)(=O)c2cnc[nH]2)c1 | 9% | -4% | -3% | 0.6% | -7%
CC(=O)Oc1ccc2c(c1)C(=O)c1ccccc1C2=O | -4% | 69% | 68% | 1.3% | -2%
O=C(C1=NOC(CNc2ncc(C(F)(F)F)cc2Cl)C1)N1CCOCC1 (stereo not drawn) | -2% | -4% | 3% | 1.8% | 1%

Ordered by formula weight (falling): seven of the compounds above
SMILES | H1N1 NS1A inhibition | H37Rv inhibition | tuberculosis growth | inhibitors of VEEV | PhoP GFP inhibition | others
CC(C)NS(=O)(=O)c1ccc(Br)c(C(=O)OC(C)C(=O)NC2CCCCC2C)c1 (stereo not drawn) | -7% | -2% | 19% | 8.1% | 8%
O=C(N/N=C/c1cn(-c2ccccc2)nc1-c1cc2ccccc2o1)c1ccncc1 | -3% | ? | 43% | 7.1% | -5%
O=C(C1=NOC(CNc2ncc(C(F)(F)F)cc2Cl)C1)N1CCOCC1 (stereo not drawn) | -2% | -4% | 3% | 1.8% | 1%
Oc1c(C(c2cccs2)N2CCC3(CC2)OCCO3)sc2ncnn12 (stereo not drawn) | 5% | -9% | 28% | 5.3% | 1%
Cc1ccc(S(=O)(=O)Nc2ccccc2C(=O)N2CCCCC2)cc1 | -17% | 0% | -4% | 6.6% | -9%
O=C(O)c1cc(S(=O)(=O)N2CCCCC2)ccc1N1CCCCC1 | -2% | 4% | 0% | 1.1% | /
CCCN1CCC[C@@H]2Cc3nc(N)ncc3C[C@H]21 | / | -1% | 5% | / | 8%

Remaining list, next part:
SMILES | H1N1 NS1A inhibition | H37Rv inhibition | tuberculosis growth | inhibitors of VEEV | PhoP GFP inhibition | others
Cc1nn(CCC#N)c2nc(C(F)(F)F)[nH]c(=O)c12 | 17% | 13% | 9% | 1.4% | 2%
Cc1ccc2nc3n(c(=O)c2c1)-c1cc(Cl)ccc1C(=O)NC3Cc1ccccc1 (stereo not drawn) | / | 0% | 36% | / | /
Cc1cc(N2CCCCC2)nc2ccc(NC(=O)c3ccc(Br)o3)cc12 | -1% | ? | ? | 7.7% | 15%
C=CCC(CC=C)(NC(=O)c1ccccc1C(=O)O)c1ccccc1 | -2% | 5% | -26% | i | -1%
N#Cc1ccc(COC(=O)c2cc(=O)c3ccccc3o2)cc1 | -7% | 6% | 9% | 0.7% | -20%
COc1cccc(-c2csc(/C(C#N)=C/Nc3cc4oc5ccccc5c4cc3OC)n2)c1 | 9% | 3% | -8% | 1.1% | -38%
COc1ccc(S(=O)(=O)N2CCN(Cc3ccc4c(c3)OCO4)CC2)cc1 | -14% | 0% | 7% | 0.3% | 10%
COc1ccc(S(=O)(=O)N2CCSCC2)cc1C(N)=O | -4% | -8% | -20% | 1.4% | 4%
COc1cc(/C=C/c2ccc3cccc(O)c3n2)ccc1O | -11% | ? | ? | >25µM* | -1%
Cc1ccc(C)c(N2CCN(C3CCCCC3NS(=O)(=O)c3ccccc3)CC2)c1 (stereo not drawn) | 7% | 8% | 35% | 2.2% | -2%
CC(=O)Nc1ccc(-c2cc(-c3ccc(NC(C)=O)cc3)nc(-c3ccc(NC(C)=O)cc3)n2)cc1 | -3% | 28% | 3% | 0.4% | -2%
CN1CCN(S(=O)(=O)c2cc([N+](=O)[O-])ccc2N2CCCCCC2)CC1 | 12% | -5% | -6% | i | 2%
COC(=O)c1ccc(Cl)c(-c2ccc(/C=N/NC(=O)Nc3ccccc3)o2)c1 | 1% | 3% | 7% | 1.2% | 3% | inhibitors of VEEV 10K pilot screen=2.2
Cc1ccc(C(C)(C)C)c(SCC(=O)Nc2nnc(C)s2)c1 | 2% | 3% | 9% | ? | 4%
S=C1N(c2ccccc2)CN(CCN2CCOCC2)CN1c1ccccc1 | / | -1% | 16% | i | -1%
O=c1c(Cl)c(Cl)cnn1Cc1nnc(-c2ccccc2Br)o1 | -22% | / | / | 10.0% | /
CN1C(=O)/C(=C/c2cc3c(cc2Br)OCO3)NC1=S | 2% | 7% | -11% | 9.9% | -6%
Cc1nc(SCc2ccc(Br)cc2)[nH]c(=O)c1C | -2% | -4% | -8% | 1.6% | -6%
CC1(C)OC(=O)C(=CNNc2c(Cl)cc(Cl)cc2Cl)C(=O)O1 | 9% | -1% | -6% | 1.0% | 0%
Cc1ccc2oc(-c3cccc(NC(=O)C4CCCO4)c3)nc2c1 (stereo not drawn) | 5% | 6% | 13% | 1.9% | 4%
CCC(NC(=O)CCc1c(C)c2cc3c(-c4ccccc4)coc3cc2oc1=O)C(=O)O (stereo not drawn) | -4% | -2% | 6% | 0.3% | -2%
Cc1ccsc1/C=N/NS(=O)(=O)c1ccc([N+](=O)[O-])cc1 | -4% | 4% | 43% | 0.2% | -3%
NC(=O)c1cc([N+](=O)[O-])ccc1N1CCCCC1 | -8% | -10% | 6% | 1.6% | -4%
Cc1ccn2c(=O)c(C(=O)NC3CCCCC3C)c(O)nc2c1 (stereo not drawn) | 10% | 62% | 7% | 2.1% | -4%
O=C(OCCN1C(=O)c2cccc3c(N4CCOCC4)ccc(c23)C1=O)c1ccc(Cl)cc1 | -36% | 48% | ? | ? | 2%
Carrying on:
SMILES | H1N1 NS1A inhibition | H37Rv inhibition | tuberculosis growth | inhibitors of VEEV | PhoP GFP inhibition | others
CCOC(=O)C1=C(COC(=O)c2cccnc2Cl)NC(=O)NC1C (stereo not drawn) | -7% | -6% | -16% | 3.3% | -8%
Clc1nnc2ccc(-c3ccccc3)nn12 | 2% | 3% | 0% | 1.7% | -4%
CCCCC(=O)NC(c1cccc([N+](=O)[O-])c1)c1c(OC(C)=O)ccc2ccccc12 (stereo not drawn) | 5% | -6% | 26% | 2.3% | -3% | inhibitors of VEEV 10K pilot screen=5.3
CC1CCCCN1C(=O)COC(=O)C1CCN(S(=O)(=O)c2ccc(Cl)c(C(F)(F)F)c2)CC1 (stereo not drawn) | -1% | -2% | -7% | i | -1%
O=C(CC1NC(=O)NC1=O)Nc1cccc2ccccc12 (stereo not drawn) | -7% | 4% | 4% | 3.6% | -3%
CCc1nc(SCc2ccccn2)c2c(=O)n(C)c(=O)n(C)c2n1 | -1% | -5% | 6% | 9.2% | 1% | inhibitors of VEEV 10K pilot screen=1.5
Cc1ccc2[nH]c(=O)c(CN(CCO)C(=O)NCc3ccccc3)cc2c1 | -1% | -6% | -1% | 2.9% | 12%
Cc1cc(-c2ccc(C)c(S(=O)(=O)NCCC(C)N3CCCCCC3)c2)on1 (stereo not drawn) | -1% | -3% | 3% | 3.0% | 3%
Nc1nc(-c2ccc(Cl)cc2)cn1N | 7% | -9% | -9% | 0.2% | 5%
CC(C)(C)C(=O)C(CO)(Oc1ccc(Cl)cc1)n1cncn1 (stereo not drawn) | -16% | 3% | -9% | 1.9% | 0%
Cc1ccc(NC(=O)Cn2cc3c(n2)CCC(C)C3)cc1 (stereo not drawn) | -2% | 1% | -7% | 0.8% | -2%
CC(=O)N=c1sc(S(N)(=O)=O)nn1C | 6% | -3% | -7% | 0.7% | -4%&-4%
COc1cc(C2NC(=O)c3ccccc3O2)cc(OC)c1OC (stereo not drawn) | 9% | 3% | -1% | 4.7% | -3%
CCOC(=O)N1CCC(N2Cc3cccc(C(=O)NCc4ccc5c(c4)OCO5)c3C2=O)CC1 | -18% | 2% | 7% | 0.3% | 0%
CCCN1CCn2c3c(c4cc(Br)ccc42)CCCC31 (stereo not drawn) | -7% | / | / | i | /
O=C(N/N=C/c1cccnc1)c1cccc(Cl)c1 | -19% | 1% | -15% | 2.1% | 41%
CN1CCCN(Cc2ccccc2C(F)(F)F)CC1 | -4% | 5% | 2% | i | -21%
Cc1snc(S(=O)(=O)Cc2ccccc2Cl)c1C#N | -7% | -5% | -2% | i | 2%
Cc1ccc(C(=O)N/C(=C\c2cccs2)c2nc3ccccc3[nH]2)cc1 | 6% | -7% | -13% | 0.7% | -5%
CN(C(=O)c1ccccc1NC(=O)C(F)(F)F)c1ccccc1 | 7% | -6% | 8% | i | 1%
COc1ccccc1Nc1nc2ccc(C)cc2cc1C#N | -13% | 10% | -1% | i | -3%
O=C(NCC1COc2ccccc2O1)Nc1ccccc1F (stereo not drawn) | 5% | -3% | 20% | 5.6% | 1%
C/C(=N/NC(=O)CNC(=O)c1cccnc1)c1ccc(Cl)c(Cl)c1 | -7% | 4% | -1% | 1.4% | -10%
CSc1nsc(SC)c1NC(=O)Nc1ccccc1C | -1% | -6% | -6% | 1.2% | -11%
N#C/C(=C\c1ccc(N2CCOCC2)o1)C(=O)Nc1ccc(O)cc1 | / | 20% | 14% | 7.7% | -29%
Additional compounds follow:
SMILES | H1N1 NS1A inhibition | H37Rv inhibition | tuberculosis growth | inhibitors of VEEV | PhoP GFP inhibition | others
Cc1ccc(C)c(NS(=O)(=O)c2c(C)[nH]c(C)c2C(=O)N2CCCCC2)c1 | 9% | 7% | 17% | i | -25%
CCSc1nc2c(c(=O)[nH]c(=O)n2C)n1CC(O)COc1ccccc1C (stereo not drawn) | -7% | 1% | 15% | 2.8% | -9%
COc1ccc(CNC(=O)C2CC(c3cc(C(F)(F)F)cc(C(F)(F)F)c3)=NO2)cc1 (stereo not drawn) | -23% | -2% | -8% | 0.0% | -13%
Cc1cc(C)n(/C(=C\N(C)C)C(=O)c2cccc([N+](=O)[O-])c2)n1 | -24% | -2% | -8% | 0.4% | 3%
Cc1nn(-c2ncccn2)c2c1C(=O)CC(C)(C)C2Br (stereo not drawn) | -3% | / | / | i | /
COc1ccccc1CNC(=O)COC(=O)CNS(=O)(=O)c1ccc(C)cc1 | -6% | -1% | -10% | 0.8% | -1%
